Screens: PubChem BioAssay, several laboratories
Insulin prom inh: TRM-6 insulin promoter activity inhibition. TRM-6 cells (human fetal islet line), insulin promoter-eGFP reporter, imaging; reporter expression induced with tamoxifen. inhibition, % at 2 µM. 130,000 compounds, 0.9% hits;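 active = inhibition above the mean plus 3 SD, with well images judged a real hit on visual review, cut at about 60% in these data, passing the limit was not always enough; inconclusive = inhibition over the cutoff but images rejected on review; inactive = inhibition not above the cutoff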
SDO1 yeast rescue: sdo1-depleted yeast growth rescue. S. cerevisiae sdo1-depleted JHY4D growth rescue, OD600 30 h; stronger effect = higher value; pdr5 snq2 efflux-pump mutant strain. z-score at 10 µM. 140,000 compounds, 0.21% hits;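 active = z-score above 3 at both the 24 hr and the 30 hr optical density reads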;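 note: z-score against mean and SD of all compound wells on the same plate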
SDO1 yeast rescue Rescue 24 h: further read-out of SDO1 yeast rescue, marked with its call; z-score; S. cerevisiae sdo1-depleted JHY4D growth rescue, OD600; measured here: growth rescue at 24 h;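 0 is the plate mean of compound wells and units are plate SD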
An asterisk follows results filed as active; ? = inconclusive; . = not tested or not shown.

SDO1 yeast rescue	Insulin prom inh	canonical_smiles	SDO1 yeast rescue Rescue 24 h
0.38	3.6	COC(=O)C1=C(C(C)=O)C(c2ccc(C(=O)OC)cc2)n2nnnc2N1 (configuration not stated)	0.51
0.9	60.0	CCOc1ccc(OCC)c(NS(=O)(=O)c2ccc3c(c2)n(C)c(=O)c(=O)n3C)c1	0.87
-0.52	?	Cc1ccc2c(c1)N(CC(=O)NC1CCCc3ccccc31)C(=O)CO2 (configuration not stated)	-0.73
-1.79	4.2	O=C(Nc1ccc(Cl)cn1)c1cc(S(=O)(=O)N2CCCCC2)ccc1Cl	-1.06
-0.36	7.4	CNC(=S)N(CCc1ccc(OC)c(OC)c1)Cc1cc2c(C)cc(C)cc2[nH]c1=O	-0.48
-0.06	18.5	CCN(CC)c1nc(N)c([N+](=O)[O-])c(NCCO)n1	-0.89
-0.35	-65.8	CN(C)S(=O)(=O)c1ccc(C(=O)NCc2ccc3[nH]c4c(c3c2)CCCC4)cc1	-1.16
.	0.0	COc1ccc(NC(=O)Nc2nnc(-c3ccncc3)s2)cc1	.

Overlap with the part before: 6 entries, followed by the next part.
SDO1 yeast rescue	Insulin prom inh	canonical_smiles	SDO1 yeast rescue Rescue 24 h
-0.52	?	Cc1ccc2c(c1)N(CC(=O)NC1CCCc3ccccc31)C(=O)CO2 (configuration not stated)	-0.73
-1.79	4.2	O=C(Nc1ccc(Cl)cn1)c1cc(S(=O)(=O)N2CCCCC2)ccc1Cl	-1.06
-0.36	7.4	CNC(=S)N(CCc1ccc(OC)c(OC)c1)Cc1cc2c(C)cc(C)cc2[nH]c1=O	-0.48
-0.06	18.5	CCN(CC)c1nc(N)c([N+](=O)[O-])c(NCCO)n1	-0.89
-0.35	-65.8	CN(C)S(=O)(=O)c1ccc(C(=O)NCc2ccc3[nH]c4c(c3c2)CCCC4)cc1	-1.16
.	0.0	COc1ccc(NC(=O)Nc2nnc(-c3ccncc3)s2)cc1	.
-0.01	-6.7	Cc1cc(C)n(CCc2nc(-c3ccc(-c4ccccc4)cc3)cs2)n1	0.75
1.03	-13.5	Fc1ccc(NCc2cccnc2)cc1	1.1
-0.59	-25.8	O=c1cc(N2CCN(c3ccccc3)CC2)[nH]c(=O)n1-c1ccccc1Cl	-0.95
0.06	.	COc1ccccc1N1CCN(C(=O)c2ccoc2C)CC1	-0.12
0.32	-29.0	C1=C(c2cccc3ccccc23)N2CCN=C2S1	-0.57
-0.58	13.5	Cc1cccc(C(=O)NC(=S)N2CCN(C(=S)NC(=O)c3cccc(C)c3)CC2)c1	-0.25
-0.19	-33.3	CCOC(=O)N1CCN(C(=O)C(C)SCc2ccccc2)CC1 (configuration not stated)	-0.92
-0.12	.	c1ccc2c(Oc3ccc4c(c3)OCO4)nncc2c1	0.35
0.08	?	N#Cc1ccc(C(=O)Nc2cccc3ncccc23)c(F)c1	-0.88
-0.13	7.1	Cn1nc(CC(=O)NCc2cccc3ccccc23)c2ccccc2c1=O	-0.29
0.43	6.2	CCOC(=O)c1ccc(NS(=O)(=O)c2ccc3c(c2)CCCN3C(C)=O)cc1	0.37
0.02	-11.4	CCCCn1nnnc1SCC(=O)Nc1ccc(F)cc1	-0.41
0.1	-18.5	Oc1ccc(-c2nc3c4c(ncn3n2)-c2ccccc2CC42CCCC2)cc1	0.65
-1.03	-96.5	CCN(CC)c1ccc(NC2=C(Cl)C(=O)c3ccccc3C2=O)cc1	0.06
-0.28	-21.2	CCCCOC(=O)C1=C(C)NC2(O)c3ccccc3C(=O)C12O (configuration not stated)	-0.88
1.98	-21.2	COc1cccc(OC)c1C(=O)n1nc(C)cc1C	2.38
0.94	-29.7	CCCOc1ccc(N2C(=O)CC(SCCN)C2=O)cc1 (configuration not stated)	1.36
-0.63	15.2	O=C(Nc1nccs1)c1ccc(S(=O)(=O)NCc2cccs2)cc1	-1.45
1.57	33.3	Cc1cccc(Nc2nc3c(c(=O)n(C)c(=O)n3C)n2CC(O)CO)c1 (configuration not stated)	1.11
.	-36.4	COC(=O)C1CCN(c2ccc([N+](=O)[O-])cc2)CC1	.
-0.61	-25.0	COc1ccc2c(c1)CC/C(=C/c1ccncc1)C2=O	-0.41
-0.54	-5.0	COC(=O)c1ccc(-c2ncc(-c3cccc4ccccc34)o2)cc1	0.27
1.15	.	CCCCn1c(C(C)NC(=O)CC)nc2ccccc21 (configuration not stated)	1.51
0.45	23.3	Cc1cc(C)cc(N(CCC(=O)Nc2nnc(C)s2)S(=O)(=O)c2ccc(Cl)cc2)c1	0.65

Random excerpt: two compounds from above, in no set order.
SDO1 yeast rescue	Insulin prom inh	canonical_smiles	SDO1 yeast rescue Rescue 24 h
0.45	23.3	Cc1cc(C)cc(N(CCC(=O)Nc2nnc(C)s2)S(=O)(=O)c2ccc(Cl)cc2)c1	0.65
.	-36.4	COC(=O)C1CCN(c2ccc([N+](=O)[O-])cc2)CC1	.

The listing continues:
SDO1 yeast rescue	Insulin prom inh	canonical_smiles	SDO1 yeast rescue Rescue 24 h
0.5	35.7	O=S(=O)(c1ccccc1)N1CCN(c2nnnn2-c2ccccc2)CC1	1.42
-0.12	34.2	COc1ccc(S(=O)(=O)Nc2cc(C)on2)cc1OC	-0.54
-0.2	-50.0	CC(C)OC(=O)c1cccnc1N1CCN(c2ccc(F)cc2)CC1	0.28
-2.27	61.9	O=C1C=CC(=O)N1N(c1ccccc1)c1ccccc1	-1.91
0.49	.	CCCNC(=O)N1CCN(S(=O)(=O)c2ccc(C)cc2)CC1	-0.35
0.82	-6.7	Cc1ccc(NC(=O)CN2CCN(CCN=CC3=C(O)CC(c4ccccc4)CC3=O)CC2)cc1 (configuration not stated)	1.23
1.17	-2.8	COc1ccc2[nH]c(O)c(N=NC(=N)N)c2c1	0.22
-1.48	6.7	Cc1nn(Cc2ccc(F)cc2)c(C)c1NC(=O)C1c2ccccc2Oc2ccccc21	-1.17
.	63.6	O=C(Cn1c(=S)[nH]c2ccccc2c1=O)NCCc1ccccc1	.
0.94	-34.9	Cc1ccccc1OCCn1cnc2c(N)ncnc21	0.44
.	-23.1	COc1cc(CSC)nc(-c2ccccc2)n1	.
-0.33	-22.2	C=CCNC(=O)c1ccc(C)c(Br)c1	-0.51
-1.1	.	Cc1n[nH]c(C)c1N1C(=O)c2cccc3c(N4CCCCCC4)ccc(c23)C1=O	-1.27
-0.79	12.0	COc1ccccc1CNC(=O)C1CCN(S(=O)(=O)N2CCCCC2)CC1	-0.67
-0.15	24.1	CCc1c(C(=O)NCc2cnn(C)c2)csc1C	-0.78
.	29.4	OCCSc1nc(N2CCOCC2)nc(N2CCOCC2)n1	.

Some of the entries above, set out differently.
Every second line gives: SDO1 yeast rescue, Insulin prom inh, SDO1 yeast rescue Rescue 24 h
O=C(Cn1c(=S)[nH]c2ccccc2c1=O)NCCc1ccccc1
 : ., 63.6, .
Cc1ccccc1OCCn1cnc2c(N)ncnc21
 : 0.94, -34.9, 0.44
COc1cc(CSC)nc(-c2ccccc2)n1
 : ., -23.1, .
C=CCNC(=O)c1ccc(C)c(Br)c1
 : -0.33, -22.2, -0.51
Cc1n[nH]c(C)c1N1C(=O)c2cccc3c(N4CCCCCC4)ccc(c23)C1=O
 : -1.1, ., -1.27

(more compounds)
SDO1 yeast rescue	Insulin prom inh	canonical_smiles	SDO1 yeast rescue Rescue 24 h
-0.09	15.4	O=C(/C=C/c1ccc(Cl)c(Cl)c1)n1cccn1	-0.41
-0.36	-56.2	COC(=O)CCN(C1CCCCC1)S(=O)(=O)c1ccc(S(=O)(=O)NC2CCCCC2)cc1	-1.1
-0.03	-38.5	Nn1c(=S)[nH]nc(Cc2ccc(O)cc2)c1=O	0.12
2.24	-16.7	CCOC(=O)c1ccc(CNC(=O)Cn2nnc(-c3ccc(C)cc3)n2)o1	2.93
1.58	15.0	Cc1ccc(NC(=O)CCN2C(=O)CSC2=O)c(C)c1	1.03
0.21	26.9	COCCNC(=O)C(=O)N/N=C(\C)CC(=O)Nc1ccc(Cl)cc1Cl	0.89
-0.2	.	C=CCn1c(NCCO)nc2c1c(=O)n(C)c(=O)n2C	-0.1
0.41	-31.2	COC(=O)COc1ccccc1C(N)=O	-0.05
0.97	-3.7	Cc1ccc(OCc2nc3c4c(ncn3n2)-c2ccccc2CC42CCCC2)cc1	0.58
.	-35.7	CN(C)C(=O)CSc1nnc(Cc2ccccc2)n1CC1CCCO1 (configuration not stated)	.
0.79	14.3	O=C(Nc1ccc(OC(=O)c2ccco2)cc1)c1ccco1	0.31
-0.56	-39.7	O=C(COC(=O)c1ccc(CNS(=O)(=O)c2ccc(F)c(Cl)c2)cc1)NCC1CCCCC1	-0.07
0.29	39.5	CCN(CC1COc2ccccc2O1)S(=O)(=O)c1ccc(C)cc1 (configuration not stated)	0.66

Ordered by molecular weight (lowest first): some entries from above.
SDO1 yeast rescue	Insulin prom inh	canonical_smiles	SDO1 yeast rescue Rescue 24 h
-0.2	.	C=CCn1c(NCCO)nc2c1c(=O)n(C)c(=O)n2C	-0.1
-0.12	34.2	COc1ccc(S(=O)(=O)Nc2cc(C)on2)cc1OC	-0.54
-0.28	-21.2	CCCCOC(=O)C1=C(C)NC2(O)c3ccccc3C(=O)C12O (configuration not stated)	-0.88
